RGS4 pot: RGS4 potentiators or activators, primary screen, cell-based, HEK293 M3R inducible RGS4, calcium flux. 310,000 tested, 0.92% active. AID 463111, 2010. carbachol calcium flux Fluo4; hits give low values. B-score at 10 µM;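 active = B-score of the integrated calcium signal more than 4 SD below the library mean, with starting fluorescence not abnormally high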;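 also: negative B-score means reduced calcium response which marks RGS4 activation or potentiation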
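Detection: kinetic calcium fluorescence imaging with Fluo4-AM dye, 2 µM / Material: HEK293 cells with stable M3R and inducible RGS4 / Schedule: recording 10 s baseline at 1 Hz, 100 s post-agonist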
RGS4 block: RGS4 inhibitors, primary screen, cell-based, HEK293 M3R inducible RGS4, calcium flux. Regulator of G-protein signaling 4 (Homo sapiens), P49798. Fluo-4 calcium flux; hits give high values; triggered by carbachol at its EC20. B-score at 10 µM. 310,000 tested, 0.45% active. AID 463165, 2010;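 active = B-score, a plate-corrected calcium signal, over three deviations above library mean, with baseline fluorescence within five deviations of library mean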;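 also: RGS4 expression induced by doxycycline in cells with stable M3 receptor; B-score is computed from the integrated fluorescence ratio over baseline after carbachol; higher B-score means a larger calcium signal and so more RGS4 inhibition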
Target sequence (P49798 whole entry, looked up): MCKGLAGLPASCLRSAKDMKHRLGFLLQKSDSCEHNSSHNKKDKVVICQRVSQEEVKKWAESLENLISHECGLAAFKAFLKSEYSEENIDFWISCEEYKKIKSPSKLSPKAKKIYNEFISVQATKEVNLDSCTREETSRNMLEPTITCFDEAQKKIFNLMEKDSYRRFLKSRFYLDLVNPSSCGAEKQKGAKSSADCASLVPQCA
KCNK3 inh: human KCNK3 channel inhibitors, primary screen, CHO cells, FluxOR thallium flux, B-score. FluxOR fluorescence; hits give low values. B-score at 10 µM. Potassium channel subfamily K member 3 (Homo sapiens), O14649. 340,000 tested, 0.84% active;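 active = B-score under library mean minus 4 SD, starting fluorescence ratio at most library mean plus 5 SD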;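 also: more negative B-score means stronger inhibition of thallium flux through KCNK3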
Target sequence (O14649 whole entry, looked up): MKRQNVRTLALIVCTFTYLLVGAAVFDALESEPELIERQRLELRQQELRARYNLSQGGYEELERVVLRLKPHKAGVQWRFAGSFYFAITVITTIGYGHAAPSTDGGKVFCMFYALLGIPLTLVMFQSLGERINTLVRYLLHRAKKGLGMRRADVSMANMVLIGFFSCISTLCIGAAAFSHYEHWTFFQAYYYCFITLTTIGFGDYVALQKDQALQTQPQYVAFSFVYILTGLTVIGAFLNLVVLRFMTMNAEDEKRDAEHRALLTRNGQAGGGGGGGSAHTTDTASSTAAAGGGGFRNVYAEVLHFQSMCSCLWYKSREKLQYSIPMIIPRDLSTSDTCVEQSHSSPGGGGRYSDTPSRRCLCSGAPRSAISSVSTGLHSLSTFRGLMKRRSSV
PolyA inhibitor: polyadenylation inhibitors in yeast reporter cells, primary screen, luminescence, S. cerevisiae; S. cerevisiae SKY197-pL101 polyadenylation reporter, beta-gal luminescence; efflux-impaired pdr1/pdr3 knockout yeast; score 100 = 6 SD above DMSO; calls only at 12 µM; 300,000 tested, 0.02% active;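 active = lowest replicate activity score at least 50, where 100 means six control SD above control mean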;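 also: yeast exposed to compound for 9 h at 30 °C; higher score means more reporter readthrough which indicates perturbed polyadenylation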
GSK3A inh: blockers of GSK3A enzyme activity – biochemical, luminescence, cell-free homogeneous, HTS, primary screen | GSK-3 alpha kinase, ADP-Glo luminescence, 60 min | inhibition, % at 10 µM | 320,000 tested, 0.1% active;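 in the data active = inhibition above about 50%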;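 also: GST-tagged GSK-3 alpha with peptide substrate and 25 µM ATP; 0% = DMSO neutral wells and 100% = GW8510 positive control wells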
KCNQ1 block: inhibitors of human KCNQ1 channel, primary screen, cell-based, thallium flux, high-throughput; CHO-K1 KCNQ1, FluxOR thallium flux fluorescence; hits give high values; Potassium voltage-gated channel subfamily KQT member 1 (Homo sapiens), P51787; 310,000 tested, 1.3% active; B-score at 10 µM;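 active = compounds whose thallium flux B-score, printed positive for inhibition, exceeds three library SD while starting fluorescence stays within three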;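 also: channel opened by potassium depolarization with thallium stimulus after 20 min compound exposure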
Dyrk1A ADPGlo: rat Dyrk1A kinase inhibitors, primary screen, biochemical, single point, plate reader; 310,000 tested, 0.43% active; Dual specificity tyrosine-phosphorylation-regulated kinase 1A (Rattus norvegicus), Q63470; inhibition, % at 12.5 µM; ADP-Glo luminescence, NFATc1 peptide; in the data active = inhibition above about 50%;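 also: plate controls were vehicle with enzyme for no effect and no enzyme for full effect; many of its hits are not listed in these tables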
hERG rescue: hERG rescue from dofetilide block, primary screen, cell-based, CHO-hERG, FluxOR thallium flux, dofetilide IC70. 310,000 tested, 0.51% active. dofetilide IC70 present. AID 1511, 2009. activation (rescue from dofetilide block), less the hit threshold, % at 10 µM;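 active = activation above the mean of controls blocked by dofetilide plus 5 SD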;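 also: thallium influx through hERG after potassium depolarization seen as dye fluorescence rise; in these data hits start at about 4.7%; inactives centre near -7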
GSK3B inh: human GSK3beta kinase inhibitors, primary screen, biochemical, cell-free homogeneous, HTS | Glycogen synthase kinase-3 beta (Homo sapiens), P49841 | GST-GSK3beta kinase, ADP-Glo luminescence, 60 min; hits give low values | activity score (negative = inhibition), % at 10 µM | 300,000 tested, 0.038% active | AID 2097, 2009;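 active = more than half of replicate wells score below -50%, meaning over 50% inhibition versus plate controls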;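 also: 0% = median DMSO wells and -100% = median GW8510 positive control wells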
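Test system: GST-fused GSK3beta enzyme, cell-free | Quantity: 1.6 ng GST-GSK3beta enzyme per well | Reagent: 25 µM ATP with peptide substrate | Schedule: 60 min enzyme reaction, room temperature | Signal: Luminescent ADP-Glo measurement of ADP formed | Read-out basis: Score relative to plate controls | Control set: DMSO and 20 µM GW8510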
KCNK9 inh: KCNK9 potassium channel inhibitors, primary screen, HEK293 cells, thallium flux. B-score at 10 µM. 310,000 tested, 1.2% active. Potassium channel subfamily K member 9 (Homo sapiens), Q9NPC2. AID 488922, 2010. FluxOR thallium flux fluorescence; hits give low values;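 active = ratio B-score over 3 SD below the library mean, with starting fluorescence within 5 SD of its mean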;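 also: negative B-score means less thallium flux so channel inhibition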
Target sequence (Q9NPC2 whole entry, looked up): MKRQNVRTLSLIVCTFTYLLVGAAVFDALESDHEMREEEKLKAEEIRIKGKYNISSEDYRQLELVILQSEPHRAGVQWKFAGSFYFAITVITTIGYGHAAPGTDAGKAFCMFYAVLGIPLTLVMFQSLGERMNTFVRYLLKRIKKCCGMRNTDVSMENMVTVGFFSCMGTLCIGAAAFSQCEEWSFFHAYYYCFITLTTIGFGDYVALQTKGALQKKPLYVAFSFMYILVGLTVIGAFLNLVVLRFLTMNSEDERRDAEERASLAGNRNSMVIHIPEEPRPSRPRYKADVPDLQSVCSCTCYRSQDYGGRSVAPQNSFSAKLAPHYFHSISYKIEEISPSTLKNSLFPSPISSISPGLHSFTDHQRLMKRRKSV
KCNQ1 act: potentiators or activators of KCNQ1 channel, primary screen, cell-based, thallium flux, high-throughput | Potassium voltage-gated channel subfamily KQT member 1 (Homo sapiens), P51787 | CHO-K1 KCNQ1, thallium flux FluxOR fluorescence; hits give high values | B-score at 10 µM | 310,000 tested, 0.35% active | AID 2648, 2010;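 active = fluorescence ratio B-score, a plate-corrected score, at least three library SD, with initial intensity B-score within 5 SD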
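Test system: CHO-K1 cells stably expressing KCNQ1 / Medium: assay buffer / Also added: depolarizing K+/Tl+ stimulus, K2SO4 and Tl2SO4 each 12.5 mM in 5x stock / Incubation: 90 min dye loading and 20 min compound exposure, both at room temperature / Signal: thallium influx via FluxOR fluorescence, kinetic imaging / Evaluation: B score of baseline-normalized fluorescence ratio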
The depositor's hits bear a star; i = inactive; x = no result given. Only part of the results is shown. The share of hits here may be higher or lower than overall.

SMILES | RGS4 pot | RGS4 block | KCNK3 inh | PolyA inhibitor | GSK3A inh | KCNQ1 block | Dyrk1A ADPGlo | hERG rescue | GSK3B inh | KCNK9 inh | KCNQ1 act
O=C(NN=C1CCCC1)c1ccc(O)cc1 | i | i | i | i | -5.4 | i | x | -1.8 | -1.1 | i | i
CCOC(=O)CSc1nc2ccccc2c(=O)n1CC1CCCC1 | i | i | -11.4* | i | -1.9 | i | 6.0 | -12.1 | 0.8 | i | i
COc1cccc(-n2c(=S)sc3c(=O)n(-c4ccccc4OC)c(=S)[nH]c32)c1 | i | i | i | i | -1.6 | i | -2.6 | -3.4 | 1.0 | i | i
C=CCNS(=O)(=O)c1cc(S(=O)(=O)NCC=C)c(OC)cc1OC | i | i | i | i | 1.6 | i | -8.1 | -3.8 | 0.9 | i | i
O=C(N=NC(=O)c1ccc2c(O)n(C3CCCCC3)c(O)c2c1)c1cccnc1 | i | i | i | i | 0.6 | i | -2.5 | -15.3 | -2.3 | i | i
CC(=O)Nc1ccc(C(=O)OCC(=O)Nc2ccc(N3CCOCC3)cc2)cc1 | i | i | i | i | -2.4 | i | x | -13.5 | 2.0 | i | i
c1ccc(-c2nc(-c3cccnc3)n[nH]2)cc1 | i | i | x | i | 5.6 | i | x | -4.2 | -0.2 | i | i
CN1CCN(CC(=O)N2c3ccc(S(=O)(=O)NCCNC(=O)OC(C)(C)C)cc3C(=O)Nc3cccnc32)CC1 | i | i | i | i | -2.4 | i | -15.2 | -3.7 | -0.1 | i | i
COc1ccc(COc2cccc3ccc(C)nc23)cc1F | i | i | i | i | -2.2 | i | -0.3 | -4.0 | -0.1 | i | i
Cc1ccccc1-n1cnnc1SCC(=O)N1CCN(c2ccccc2)CC1 | i | i | i | i | -0.3 | i | -8.1 | -9.9 | 1.2 | i | i
O=C(O)c1nccnc1C(=O)NCCc1c[nH]c2ccccc12 | i | i | i | i | -0.6 | i | 9.3 | -9.6 | -0.5 | i | i
Cc1c(NC(=O)c2cc(-c3cccc(Cl)c3)on2)c(=O)n(-c2ccccc2)n1C | i | i | i | i | -2.4 | i | 2.6 | -6.5 | 3.9 | i | i
COc1ccc(S(=O)(=O)N2CCC(O)(c3ccc4c(c3)OCO4)CC2)cc1 | i | i | i | i | -0.5 | i | -6.7 | -5.5 | 1.5 | i | i
CCOC(=O)c1cn(CC(=O)Nc2ccccc2C(=O)OCC)nn1 | i | i | i | i | 1.3 | i | 2.9 | -4.5 | 4.5 | i | i
Cc1ccc(C(=O)N/C(=C/c2cccc([N+](=O)[O-])c2)C(=O)NC(C)C)cc1 | i | i | i | i | -2.6 | i | -1.3 | -9.2 | -0.6 | i | i
COc1ccc(N(CC(=O)NC2CCCC2)C(=O)c2ccc(C)s2)cc1OC | i | i | i | i | 0.1 | i | 0.2 | -12.2 | -1.3 | i | i
O=C(O)c1ccc(N2C(=O)c3cccc4c(C(=O)O)ccc(c34)C2=O)cc1 | i | i | i | i | -0.8 | i | 5.3 | -6.9 | -1.7 | i | i
Cc1ccc(C)n1-c1nnc(N2CCC(C(=O)N3CCN(C)CC3)CC2)s1 | i | i | i | i | -2.4 | i | 9.6 | -8.9 | -0.1 | i | i
COc1cc2oc3ccc(C#Cc4ccccn4)cc3c(=O)c2cc1OC | i | i | i | i | -1.2 | i | -1.2 | -13.8 | 3.8 | i | i
Cn1nnc2cc(NC(=O)N3CC4(C)CC3CC(C)(C)C4)ccc21 (stereo not given) | i | i | i | i | -2.4 | i | -5.8 | -3.5 | -1.4 | i | i
O=C(NCc1cccs1)C1CCCN(S(=O)(=O)c2cccc3cccnc23)C1 (stereo not given) | i | i | i | i | x | i | -9.6 | -11.0 | 1.3 | i | i
Cc1cccc(C(=O)N/N=C/c2ccccn2)c1 | i | i | i | i | 3.0 | i | x | -1.2 | 0.8 | i | i
Cc1ccc(N2CCN(C(=O)c3ccccc3NC(=O)C3CCCCC3C(=O)O)CC2)cc1 (stereo not given) | i | i | i | i | -1.4 | i | -0.5 | -1.0 | 3.2 | i | i
ClC1(CNc2ccccc2)CCN(Cc2ccccc2)CC1 | i | i | i | i | -11.8 | i | -6.6 | -10.8 | 2.0 | i | i
Cc1cccc(-n2nnnc2SCC(=O)Nc2ccc(N3CCN(C)CC3)cc2)c1 | i | i | i | i | 0.2 | i | -2.5 | -6.0 | 2.5 | i | i
COc1ccc(C(=O)NCc2nnc(SCC(=O)N3CCCCCC3)o2)cc1OC | i | i | i | i | 0.1 | i | 3.8 | -7.0 | 0.9 | i | i
Cc1ccc(NC(=O)CSc2nnc([C@@H]3CCCN3C(=O)OC(C)(C)C)o2)c(C)c1 | i | i | i | i | -1.8 | i | -1.6 | -3.6 | -4.5 | i | i
S=C(NCC1CCCO1)N1CCN(Cc2ccccc2)CC1 (stereo not given) | i | i | i | i | -3.8 | i | x | -16.1 | -0.1 | i | i
CCCc1c(C(=O)OCC)[nH]c2c1C(=O)CCC2 | i | i | i | i | 2.3 | i | 28.1 | -5.3 | 0.1 | i | i
O=C(Cc1ccsc1)NNC(=O)c1ccc(F)cc1 | i | i | i | i | 0.0 | i | -2.9 | -5.3 | -0.4 | i | i
COC(=O)c1ccccc1NC(=O)N[C@@H](C)C(=O)OC | i | i | i | i | -2.4 | i | -2.4 | -1.6 | 2.6 | i | i
COCCNC(=O)CSc1nnc(-c2ccccc2)c(-c2ccccc2)n1 | i | i | i | i | -1.0 | i | -2.3 | -5.6 | -0.9 | i | i
CC(C)(C)CC(=O)OCC(=O)Nc1cc(C(C)(C)C)nn1-c1ccccc1 | i | i | i | i | -4.6 | i | -0.4 | -9.7 | 2.3 | i | i
O=[N+]([O-])c1ccc(CN2CCCCCC2)cc1 | i | i | i | i | -4.2 | i | x | -8.7 | 3.8 | i | i
Cc1csc(=O)n1CC(=O)OCC(=O)c1ccc(Br)cc1 | i | i | i | i | -2.7 | i | 8.6 | -14.6 | 0.4 | i | i
CSCCC(NS(=O)(=O)c1cccs1)C(=O)NCc1cccs1 (stereo not given) | i | i | i | i | -2.6 | i | 4.7 | -1.5 | -0.5 | i | i
CCc1ccc(N2C(=O)CN(Cc3ccc(OC)c(OC)c3)C2=S)cc1 | i | i | i | i | -0.1 | i | -1.5 | -7.4 | -4.4 | i | i
O=C(NC1CSCC1OC(=O)c1ccccc1)c1ccccc1 (stereo not given) | i | i | i | i | -1.4 | i | -9.2 | -6.1 | -0.3 | i | i
Cc1noc(C)c1-c1nnc(-c2ccc(OC(F)(F)F)cc2)o1 | i | i | i | i | 1.0 | i | 1.2 | -6.5 | -2.3 | i | i
Cc1ccc(OCC(=O)Nc2cc(NC(=O)COc3ccc(C)c(C)c3)cc(C(=O)O)c2)cc1C | i | i | i | i | -3.2 | i | x | -4.5 | x | i | i
Cc1cccc(NS(=O)(=O)c2cc(C(=O)N3CCN(C)CC3)ccc2C)c1 | i | i | i | i | -0.9 | i | -3.9 | -13.3 | 0.5 | i | i
Cc1ccc(S(=O)(=O)NCCC(=O)NCc2cccnc2)cc1 | i | i | i | i | -0.8 | i | -4.2 | -8.5 | -1.4 | i | i
COc1cccc(C(=O)COc2ccc3c(C)cc(=O)oc3c2)c1 | i | i | i | i | -2.6 | i | -1.6 | -7.6 | -2.1 | i | i
O=C(CSc1nnnn1C1CCCC1)c1ccc2c(c1)OCCO2 | i | i | i | i | -0.9 | i | -8.3 | -4.6 | 1.6 | i | i
Cc1c(C(=O)NN2CCOCC2)oc2ccccc12 | i | i | i | i | -2.1 | i | x | -14.1 | -2.9 | i | i
CCCCc1ccc(-c2nc(N)n[nH]2)cc1 | i | i | i | i | x | i | 2.3 | -6.8 | 0.7 | i | i
CCN(CC)c1ccc(S(=O)(=O)N2CCOCC2)cc1NC(=O)CSc1cccc[n+]1[O-] | i | i | i | i | -5.6 | i | -0.5 | -4.2 | 2.4 | i | i
C=CCn1c(SCC(=O)Nc2ccc(OC)cc2)nc2c([nH]c3ccccc32)c1=O | i | i | i | i | 1.6 | i | x | 2.1 | -2.0 | i | i
CN(C)S(=O)(=O)c1ccc(C(=O)NCCN2C(=O)S/C(=C\c3cccnc3)C2=O)cc1 | i | i | i | i | -2.9 | i | x | -27.2 | -0.7 | i | i
CN(CCOc1ccc(F)cc1)Cc1ccccc1 | i | i | i | i | -2.2 | i | -0.4 | -3.0 | 0.7 | i | i
CCOc1ccccc1-n1c(CN2CCN(C(=O)c3ccco3)CC2)nc2ccccc2c1=O | i | i | i | i | 0.2 | i | 0.5 | -13.9 | 3.2 | i | i

KCNK3 inh, entries above that show a hit
smiles | RGS4 block | KCNK3 inh | PolyA inhibitor | GSK3A inh | KCNQ1 block | Dyrk1A ADPGlo | GSK3B inh | KCNK9 inh
CCOC(=O)CSc1nc2ccccc2c(=O)n1CC1CCCC1 | i | -11.4* | i | -1.9 | i | 6.0 | 0.8 | i
